Screens from PubChem.
ATXN2 expr inh – Primary qHTS for Inhibitors of ATXN expression | 360,000 tested, 0.72% active | HEK-293 ATXN2-luciferase reporter, luminescence, 24 h | AID 1745845, 2022 | Potency, µM (titrated, usually from 57 µM), for the others: at the top dose activity change, negative = inhibition, most hits filed as inhibitors; note: potency is the fitted concentration of half-maximal effect; % is set by controls: 0 for no effect and ±100 for the full control effect; nearly all actives have a fitted effect of over 55% in size
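qHTS (up to 57 uM final) was run with 24 h compound exposure of reporter cells at 37 °C. Each well was multiplexed: SteadyGlo luminescence measured ATXN2-luciferase expression after a fluorogenic Gly-Phe-AFC viability readout (25 uM final).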
MCF10A rerep – A quantitative high throughput screen for small molecules that induce DNA re-replication in MCF 10a normal breast cells; MCF 10A DNA re-replication, Hoechst nuclear intensity, 48 h; Potency, µM (highest dose often 46.1 µM), for the others: at the highest dose activity, positive = re-replication, hits mostly activators; 350,000 tested, 2.9% active; note: potency is the fitted concentration of half-maximal effect; % of control where 0% means no effect; nearly all actives have a fitted effect of over 50% in size
IL-1B inflam inh – qHTS for Inhibitors of Inflammasome Signaling: IL-1-beta AlphaLISA Primary Screen. THP-1 LPS/ATP IL-1B secretion, AlphaLISA, 16 h; active compounds read low. activity change, % at 57.5 µM. 360,000 tested, 4.7% active; in the data active = activity change below about -50%; inconclusive = mostly about -30% to -49%; note: % is set by controls: 0 for no effect and ±100 for the full control effect
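THP-1 cells pretreated 1 hr with compounds (up to 57.5 uM final), then stimulated with LPS (250 ng/mL final) plus ATP (1.25 mM final); secreted IL-1B measured by AlphaLISA after 16 hr, decreased signal indicating inhibition.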
HT1080 IDH1KD tx – qHTS for induction of synthetic lethality in tumor cells producing 2HG: qHTS for the HT-1080-IDH1KD cell line; HT-1080 IDH1 knockdown viability, ATP luminescence, 48 h; Potency, µM (doses to about 46.1 µM), for inactives: at the highest dose activity, negative = toxicity, usual class: cytotoxic; 360,000 tested, 2% active;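 note: potency is the fitted concentration of half-maximal effect; 0% = DMSO wells and -100% = cell-free medium wells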
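CellTiter-Glo luminescence after 48 h compound exposure at 37 degrees C of IDH1-knockdown HT-1080 cells in 5% FBS RPMI. %Activity scaled between DMSO wells and cell-free media wells, with curves fitted and assigned curve classes.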
KB-3-1 cytotox – qHTS assay for MDR1-selective chemotherapeutics: Primary screen using the parental adenocarcinoma cell KB-3-1; KB-3-1 viability, CellTiter-Glo ATP luminescence, 72 h; Potency, µM (doses to about 46.1 µM), inactives show at the top dose activity change, negative = cytotoxic, hits mostly cytotoxic; 400,000 tested, 1.4% active; AID 1347075, 2019; note: potency is the fitted concentration of half-maximal effect; % is set by controls: 0 for no effect and ±100 for the full control effect; nearly all actives have a fitted effect of over 60% in size
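Using CellTiter-Glo luminescence, growth of non-resistant KB-3-1 adenocarcinoma cells is assessed 72 h after pin-tool compound addition at 37 °C. Normalized responses across the concentration series yield fitted curves.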
HT1080NT lethal – qHTS for induction of synthetic lethality in tumor cells producing 2HG: qHTS for the HT-1080-NT fibrosarcoma cell line; 360,000 tested, 1.6% active; Potency, µM (titrated, usually from 46.1 µM), inactives show at the highest dose activity, negative = less viability, hits mostly cytotoxic; AID 686970, 2013; HT-1080-NT fibrosarcoma viability, CellTiter-Glo ATP luminescence, 48 h;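 note: NT is the 2HG producing partner of a matched IDH1 knockdown line; potency is the fitted concentration of half-maximal effect; 0% = DMSO-treated cells and -100% = media-only wells without cells; nearly all actives have a fitted effect of over 55% in size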
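Read-out is CellTiter-Glo luminescence after 10 minutes at room temperature, following 48 hours' compound treatment of HT-1080-NT cells (750 cells/well, RPMI, 5% FBS, 37 degrees C).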
ATXN viability – Viability Counterscreen for Primary qHTS for Inhibitors of ATXN expression; Potency, µM (titrated, usually from 56.7 µM), hits mostly cytotoxic; 400,000 tested, 0.49% active; S2 cells (HEK-293 line with an ATXN2-luciferase reporter) viability, CellTiter-Fluor protease fluorescence, 24 h; AID 651635, 2014; note: potency is the fitted concentration of half-maximal effect; nearly all actives have a fitted effect of over 40% in size
HepG2 tox – qHTS for Inhibitors of TGF-b: Cytotox Counterscreen; 410,000 tested, 0.76% active; Potency, µM (series often up to 46.1 µM), without a hit: at the top dose activity change, negative = cytotoxicity, usual class: cytotoxic; HepG2 CAGA-GFP viability, ATP luminescence, 18 h; note: potency is the fitted concentration of half-maximal effect; some results filed as inactive show a strong effect at the top dose
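CellTiter-Glo luminescence gave cytotoxicity after 18 hours at 37 degrees C. The cells were HepG2 CAGA-GFP in 1% FBS DMEM, stimulated with 500 pg/mL TGF-beta after compound addition. %Activity was normalised to no-cell wells (complete cell-killing) and DMSO (no toxicity), and curves were fitted and classified.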
SW480 rereplic – A quantitative high throughput screen for small molecules that induce DNA re-replication in SW480 colon adenocarcinoma cells; Potency, µM (titrated, usually from 46.1 µM), for the others: at the highest dose re-replication activation, hits mostly activators; SW480 DNA re-replication, Hoechst DNA content imaging, 48 h; 340,000 tested, 1.8% active; note: potency is the fitted concentration of half-maximal effect; % of control where 0% means no effect; nearly all actives have a fitted effect of over 55% in size
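Treated cells incubate 48 hr (37 C, 5% CO2), are stained 40 min with Hoechst, and nuclear fluorescence is enumerated; a rise in nuclei with high DNA signal marks re-replication.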
Starred values were filed as active, the others as inactive; i = inactive; ? = inconclusive; . = not tested or not shown; & = joins results of further samples; [ ] = another dose, or the depositor's remark. Unless noted, calls come from the whole dose curve; as a rule, active = well fitted curve in the direction sought with a large enough effect; inconclusive = small, poorly fitted or top-dose-only effect, or another doubt; inactive = no such curve, though single readings can be large; an effect the other way counts as inactive or inconclusive.

SMILES | ATXN2 expr inh | MCF10A rerep | IL-1B inflam inh | HT1080 IDH1KD tx | KB-3-1 cytotox | HT1080NT lethal | ATXN viability | HepG2 tox | SW480 rereplic
C/C(Cn1nnc([N+](=O)[O-])n1)=N\NC(=O)c1ccccc1O | -29% | -1% | -4 | ? | -21% | ? | i | -19% | 19%
COc1ccc2c(CC(=O)NCc3cccs3)coc2c1 | 10% | 11% | -11 | -2% | -2% | -9% | i | -1% | 7%
CC(=O)N1CCc2cc(NC(=O)C3(C)CCN3CCc3ccccc3)ccc21 (stereo unspecified) | -35% | . | -6 | ? | -16% | ? | i | -24% | .
O=C(Nc1ccccn1)C1COc2ccccc2O1 (stereo unspecified) | 63%[activator] | -4% | 18 | 0% | 8% | -3% | i | -6% | -4%
CCOc1cc(C(=O)Nc2c(C)ccc3nsnc23)cc(OCC)c1OCC | 2% | 1% | 11 | 14% | -1% | 9% | ? | 4% | 0%
COc1ccc(NC(=O)C(Sc2ccccc2)c2ccccc2)c(OC)c1 (stereo unspecified) | -33% | 5% | -3 | ? | 0% | -13% | i | -6% | 21%
Cc1cccc(C)c1OCc1cc(C(=O)NCc2ccc(Cl)s2)no1 | -5% | 0% | 2 | -15% | 5% | -8% | i | -11% | -2%
COc1ccc(-c2nnc3n2CCCCC3)cc1 | -3% | 0% | -12 | 17% | -5% | 5% | i | -26% | -3%
Cc1nn(-c2ccccc2)c2sc(C(=O)N3CCc4ccccc4C3)cc12 | -5% | -4% | ? | ? | 3% | -28% | i | -20% | 0%
ClC(/C=N/n1cnnc1)=C/c1ccccc1 | ? | ? | -94* | -4% | ? | -24% | ? | -24% | ?
O=C(C1CCCC1)N(c1ccccc1)C1C=CS(=O)(=O)C1 (stereo unspecified) | 5% | -7% | 0 | 4% | -2% | 5% | i | 3% | -3%
Cc1cc(C)cc(OCC(=O)Nc2cccc3cccnc23)c1 | -6% | . | . | . | 19% | . | i | -8% | .
CC(C)CN(C(=O)CSc1nnnn1-c1ccccc1)c1c(N)n(CC(C)C)c(=O)[nH]c1=O | 1% | 5% | -11 | 11% | 23% | 10% | i | -21% | -23%
COC(=O)[C@]12CCCCC=C1N(Cc1ccccc1)C(=O)[C@H](CC(=O)NCCCCc1ccccc1)C2 | ? | . | -20 | ? | -15% | ? | ? | . | .
CCc1cnc2c(c1SCCC(C)C)c(=O)n(C)c(=O)n2C | -11% | . | . | . | 4% | . | i | -21% | .
CCOC1=C2[C@@H](CN(S(=O)(=O)c3ccc(C)cc3)[C@H]2c2ccccc2F)[C@H]2C(=O)N(CC)C(=O)[C@H]2C1 | 11% | . | 36 | 6% | 0% | 3% | i | -17% | .
O=[N+]([O-])c1cccc(/C=C/C=N/Nc2nc(N3CCCCC3)nc(N3CCCCC3)n2)c1 | -25% | 9% | -19 | 10% | 9% | 15% | i | -11% | 16%
COc1ccc(CCC(=O)NCCCNC(=O)CCc2ccc(OC)cc2)cc1 | 5% | 2% | 0 | 13% | 24% | 16% | ? | 0% | -3%
COC(=O)c1sc(S(=O)(=O)N2CCCCC2C(=O)O)c(C(=O)OC)c1C (stereo unspecified) | -10% | 2% | -2 | 1% | 25% | -1% | i | -15% | 13%
C#CCOCCOCCOCCNc1nc(N2CCN(C(=O)Cn3cc(CC(C)O)nn3)CC2)nc(N2CCN(C(=O)[C@H](CCCCN)n3cc(CCC(=O)O)nn3)CC2)n1 (stereo partly specified) | 10% | ? | 29 | 9% | 2% | 1% | i | 3% | 6%
CCOc1ccc2cc(C(=O)NCc3ccccc3)c(=N)oc2c1 | 10% | ? | -77* | -26% | -6% | -14% | ? | -6% | 1%
O=C(O)/C(=C/c1cccnc1)NC(=O)c1ccccc1 | 3% | -5% | 12 | 9% | 18% | 15% | i | 2% | -6%
COc1ccc(C(=O)N2CCN(Cc3cc(OC)ccc3OC)CC2)cc1 | -2% | -2% | 13 | 20% | 4% | 4% | i | -19% | -9%
Clc1ccc(-c2cn3c(n2)CCC3)cc1 | 21% | 5% | -3 | -7% | ? | -2% | i | -3% | -6%
Fc1ccc(-c2nc3c4ccccc4ccn3c2Cc2ccccc2C(F)(F)F)cc1 | 0% | . | 38 | 3% | 0% | 4% | i | -7% | .

(further entries)
SMILES | ATXN2 expr inh | MCF10A rerep | IL-1B inflam inh | HT1080 IDH1KD tx | KB-3-1 cytotox | HT1080NT lethal | ATXN viability | HepG2 tox | SW480 rereplic
COc1cccc(C(=O)Nc2c(C(=O)NC(C)(C)C)oc3ccccc23)c1 | -25% | . | . | . | -14% | . | i | -25% | .
COc1ccc(CCNC(=O)NC23CC4CC(CC(C4)C2)C3)cc1OC | -11% | 13% | -10 | -2% | -5% | -1% | i | 2% | 7%
Cc1ccc(CN2CC(N3CCN(CCO)CC3)CS2(=O)=O)cc1 (stereo unspecified) | 0% | . | 0 | 19% | 0% | 16% | i | 3% | .
CCC(=O)N(Cc1cc(=O)[nH]c2ccccc12)c1cccc(C)c1 | 0% | 8% | 12 | -16% | -10% | -2% | i | 3% | 2%
CC(=O)NC12CC3CC(C1)CC(C(=O)Nc1nc4c(C)cccc4s1)(C3)C2 | 5% | 8% | 0 | -4% | 4% | 0% | i | -3% | 12%
CCCCC(C(=O)NC1CCCC1)N(Cc1ccco1)C(=O)Cn1nnc(-c2ccc(F)cc2)n1 (stereo unspecified) | -19% | ? | ? | -15% | ? | -2% | i | 9% | 2%
Cc1cccc(N2CCN(C(=O)c3ccccc3SCC(=O)N3CCCC3)CC2)c1C | -13% | ? | 0 | -5% | -20% | -4% | i | -19% | 10%
CCN1C(=O)[C@H]2[C@@H](c3ccc(C)cc3)N3C(=O)N(c4cccc(Br)c4)C(=O)[C@@]3(CC(C)C)[C@H]2C1=O | -9% | -12% | -20 | -3% | ? | -12% | i | -2% | 12%
COc1ccc(OC)c(NC(=O)CSC2=NN3CCCC(=O)N=C3S2)c1 | -15% | 23% | 33 | -11% | -23% | 5% | i | -5% | -10%
CCOC(=O)CN1CCC(c2cc(-c3ccc(Cl)cc3)n[nH]2)CC1 | -13% | 7% | -3 | 19% | ? | 0% | i | -63% | -5%
O=C(N=C1c2ccccc2CN1c1ccc(F)c(F)c1)c1cccnc1 | 35% | ? | 0 | -6% | 18% | 14% | i | 2% | ?
CC(Cc1ccccc1)N(C)C(=O)CN1C(=O)c2ccccc2C1=O (stereo unspecified) | -1% | 8% | 10 | 2% | 15% | 0% | i | 2% | -3%
CN(CC(=O)Nc1ccccc1C(=O)NC1CC1)Cc1ccc(Cl)s1 | -19% | -11% | -6 | 1% | 2% | -5% | i | -2% | ?
Clc1ccccc1CSc1ncn(-c2ccccc2)n1 | 87%[activator] | 1% | -10 | 0% | -16% | -2% | i | -5% | -1%
O=C(CN1C(=O)c2cccnc2Oc2ccc(Cl)cc21)NCCc1ccccc1 | . | -2% | -5 | -1% | 0%&8% | 2% | i | -27%&-2% | -1%
CC(C)C(NS(=O)(=O)c1ccc2c(c1)C(C)(C)C(=O)N2C)C(=O)NCc1ccc(F)cc1 (stereo unspecified) | 2% | 7% | 12 | -1% | 5% | -1% | i | -6% | 0%
CC(C(=O)Nc1ccc2c(c1)OCO2)N(C)CC(=O)Nc1ccccc1Cl (stereo unspecified) | -18% | -5% | -10 | 5% | 27% | -5%[9.24 µM] | i | 0% | -58%[inhibitor]
COc1cc(-c2cc(NC=O)c3ncc(-c4cccc(C(F)(F)F)c4)n3c2)cc(OC)c1OC | -16% | . | -28 | -10% | -20% | -14% | i | -21% | .
O=C(Nc1cc(-c2nc3cc(Cl)ccc3o2)ccc1Cl)c1cccc2ccccc12 | 63%[activator] | . | . | . | 3% | . | i | -27% | .
O=[N+]([O-])c1cccc(/C=C2\CCC(/C=N/Nc3ccc4ccccc4n3)=C2N2CCOCC2)c1 | 17% | 3% | i | -3% | 18% | 15% | i | 3% | -4%
Cc1cc(Cl)cc(C)c1OCCCCN1CCOCC1 | -12% | ? | -18 | -20% | 0% | -12% | i | -15% | 0%
Cc1cc(NC(=O)c2cc3ncc(Br)cn3n2)no1 | 0% | 0% | 17 | 5% | 17% | 14% | ? | 12% | 1%
CC1SCC(=O)N(CC(=O)NCCc2ccccc2)C1=O (stereo unspecified) | 8% | -1% | -3 | ? | 5% | 22% | i | -3% | -4%
CCOC(=O)c1c(C)oc2nc(C)nc(NC(C)c3ccccc3)c12 (stereo unspecified) | 11% | . | . | . | -18% | . | i | -26% | .
COc1ccc(NC(=O)c2cc([N+](=O)[O-])ccc2O)cc1 | . | ? | 3 | ? | 18µM* | 21µM* | ? | 10µM* | 18%
COC(=O)c1ccc(N2CCOCC2)c(NC(=O)c2ccc3c(c2)OCCO3)c1 | -1% | 2% | 18 | 9% | . | 6% | ? | -21% | 2%

Already shown: entries from further up.
SMILES | ATXN2 expr inh | MCF10A rerep | IL-1B inflam inh | HT1080 IDH1KD tx | KB-3-1 cytotox | HT1080NT lethal | ATXN viability | HepG2 tox | SW480 rereplic
CC1SCC(=O)N(CC(=O)NCCc2ccccc2)C1=O (stereo unspecified) | 8% | -1% | -3 | ? | 5% | 22% | i | -3% | -4%
CCOC(=O)c1c(C)oc2nc(C)nc(NC(C)c3ccccc3)c12 (stereo unspecified) | 11% | . | . | . | -18% | . | i | -26% | .
COc1ccc(NC(=O)c2cc([N+](=O)[O-])ccc2O)cc1 | . | ? | 3 | ? | 18µM* | 21µM* | ? | 10µM* | 18%
COC(=O)c1ccc(N2CCOCC2)c(NC(=O)c2ccc3c(c2)OCCO3)c1 | -1% | 2% | 18 | 9% | . | 6% | ? | -21% | 2%
